UGM FP inh – M. tuberculosis UGM enzyme inhibitors, primary screen, biochemical, fluorescence polarization, single point; UDP-galactopyranose mutase (Mycobacterium tuberculosis (strain ATCC 25618 / H37Rv)), …; purified UGM, fluorescence polarization probe displacement; inhibition, % at 10 µM; 0.06% of 320,000 active; AID 504406, 2011; in the data active = inhibition above about 10%, passing the limit was not always enough; inconclusive = no clear call, values can overlap the other calls
BoNT F protease – BoNT/F light chain protease inhibitors, primary screen, biochemical, flow cytometry, MLPCN library. Botulinum neurotoxin type F light chain protease (Clostridium botulinum). Multiplex microsphere protease cleavage assay. inhibition, % at 10 µM. 0.22% of 360,000 active. AID 588497, 2011; in the data active = inhibition above about 35%, passing the limit was not always enough; inconclusive = no clear call, values can overlap the other calls; also: plate controls were buffer without enzyme for full effect and enzyme alone for no effect
FadD28 FP inh – inhibitors of FadD28 bisubstrate probe binding, primary screen, biochemical, fluorescence polarization, single point | inhibition, % at 12.5 µM | 0.22% of 360,000 active | Mycobacterium tuberculosis FadD28 fatty-acid-AMP ligase | AID 588549, 2011; in the data active = inhibition above about 8.5%, passing the limit was not always enough; inconclusive = no clear call, values can overlap the other calls
FBA Mtb inh – Mtb FBA enzyme inhibitors, primary screen, biochemical, fluorescence, strain H37Rv | purified M. tuberculosis FBA, fluorescence read-out | AID 588726, 2011 | inhibition, % at 1 µM | 2.3% of 360,000 active | Fructose-bisphosphate aldolase (Mycobacterium tuberculosis (strain ATCC 25618 / H37Rv)), …; in the data active = inhibition above about 27%;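 also: 0% = vehicle and 100% = reference inhibitor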
Target sequence (P9WQA3 whole entry, looked up): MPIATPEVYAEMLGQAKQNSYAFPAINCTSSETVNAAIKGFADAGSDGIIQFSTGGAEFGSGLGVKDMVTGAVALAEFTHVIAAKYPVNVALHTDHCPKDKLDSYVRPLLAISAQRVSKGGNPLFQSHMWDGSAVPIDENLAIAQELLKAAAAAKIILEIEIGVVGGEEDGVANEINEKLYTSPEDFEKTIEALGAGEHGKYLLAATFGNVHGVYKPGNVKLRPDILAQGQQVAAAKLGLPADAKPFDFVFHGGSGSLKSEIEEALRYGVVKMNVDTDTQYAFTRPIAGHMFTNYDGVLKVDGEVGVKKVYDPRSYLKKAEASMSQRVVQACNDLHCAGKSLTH
Rv3671c protease – Rv3671c serine protease inhibitors, primary screen, biochemical, fluorescence polarization, M. tuberculosis H37Rv | P9WHR9 | inhibition, % at 5.96 µM | 0.048% of 320,000 active; in the data active = inhibition above about 38%;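 also: extracellular domain of Rv3671c used as enzyme; 0% = enzyme with DMSO and 100% = no enzyme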
Target sequence (P9WHR9 whole entry, looked up, the tested form may be a part): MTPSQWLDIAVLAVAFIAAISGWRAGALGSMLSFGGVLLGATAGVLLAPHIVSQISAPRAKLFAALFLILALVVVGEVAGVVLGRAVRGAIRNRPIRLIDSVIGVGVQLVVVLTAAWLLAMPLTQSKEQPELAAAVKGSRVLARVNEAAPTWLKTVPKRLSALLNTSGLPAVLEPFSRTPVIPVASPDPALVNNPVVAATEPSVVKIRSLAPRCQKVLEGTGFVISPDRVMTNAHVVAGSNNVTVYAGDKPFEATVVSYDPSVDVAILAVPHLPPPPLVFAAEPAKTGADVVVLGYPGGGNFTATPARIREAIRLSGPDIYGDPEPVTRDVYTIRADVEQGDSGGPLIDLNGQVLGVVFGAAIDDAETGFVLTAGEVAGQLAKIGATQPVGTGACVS
PrPC surface inh – inhibitors of human cell surface prion protein PrPC, primary screen, cell-based, TR-FRET; 0.43% of 370,000 active; inhibition, % at 13.8 µM; TR-FRET read-out; AID 720596, 2013; in the data active = inhibition above about 24%; also: 0% = median of the test wells and 100% = reference compound wells
Mtb BioA inh – M. tuberculosis BioA enzyme inhibitors, primary screen, biochemical, plate reader, single point, HTS. purified M. tuberculosis BioA enzyme. inhibition, % at 9.99 µM. 0.096% of 360,000 active. AID 602481, 2012; in the data active = inhibition above about 40%; inconclusive = no clear call, values can overlap the other calls
GDH-TPI inh – GDH-TPI coupling enzyme inhibitors, primary screen, artefact control for M. tuberculosis FBA inhibitor project, biochemical, absorbance, full deck. GDH-TPI coupled enzyme counterscreen, NADH absorbance. inhibition, % at 4.8 µM. 1.2% of 360,000 active. AID 588335, 2011; in the data active = inhibition above about 30%;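 also: 0% = DMSO wells and 100% = wells lacking the enzyme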
MazF activator – activators of E. coli MazEF toxin-antitoxin RNase, primary screen, biochemical, fluorescence, uHTS | Endoribonuclease toxin MazF (Escherichia coli (strain K12)), P0AE70 | activation, % at 20 µM | FAM/BHQ RNA-DNA oligo cleavage fluorescence, 5 h | 0.32% of 350,000 active; in the data active = activation above about 50%
Target sequence (P0AE70 whole entry, looked up): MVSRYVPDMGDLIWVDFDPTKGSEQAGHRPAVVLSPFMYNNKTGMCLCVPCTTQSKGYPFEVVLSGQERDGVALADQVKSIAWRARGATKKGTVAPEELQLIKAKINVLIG
Numbers without * were called inactive; ? = inconclusive; nt = no result given; & = joins results of further samples.

SMILES | UGM FP inh | BoNT F protease | FadD28 FP inh | FBA Mtb inh | Rv3671c protease | PrPC surface inh | Mtb BioA inh | GDH-TPI inh | MazF activator
CC(NC1CCCCC1)C(O)C12CC3CC(CC(C3)C1)C2 (stereo unspecified) | 1.2 | 4 | -0.6 | 1 | -5 | 36* | -1.2 | 17 | 11
CCC(=O)N(C)C[C@@H]1Oc2ncc(Br)cc2C(=O)N([C@H](C)CO)C[C@H]1C | nt | -9 | 0.5 | 3 | nt | 9 | 1.6&0.3&14 | -4 | 1
c1ccc2c(CN3CCCCC3)c[nH]c2c1 | -0.2 | ? | -0.4 | 2 | -3 | -3 | 1.2 | -1 | 4
NS(=O)(=O)c1cccc(NC(=O)CSc2nnc(NC3CC3)s2)c1 | nt | 2 | -2.0 | -4 | nt | 9 | -1.2 | -8 | 6
O=C(Nc1ccccc1C(F)(F)F)c1c(F)cccc1Cl | -0.9 | -3 | 1.1 | 5 | 7 | -2 | nt | 11 | -1
Cc1ccc(NC(=S)c2ccc(N(C)C)cc2)cc1 | 2.4 | 5 | -3.3 | 3 | 12 | 5 | nt | 5 | -5
CN(C)C(CNC(=O)c1cccc(S(=O)(=O)Nc2ccc(SC(F)F)cc2)c1)c1ccccc1 (stereo unspecified) | nt | -3 | -2.9 | 1 | nt | -9 | -0.8 | -1 | 4
CC(CNC(=O)c1ccc(OC2CCN(Cc3ccccn3)CC2)cc1)Oc1cccnc1 (stereo unspecified) | -0.1 | 1 | -0.8 | 1 | 0 | 0 | 0.1 | 5 | 3
COc1ccccc1OCCC(=O)OCC(=O)Nc1ccc2c(c1)OCCO2 | -0.1 | -1 | -4.5 | -3 | -1 | -4 | 2.4 | -4 | 9
Cc1nc(N2CCN(c3ccccn3)CC2)c2c(C)c(C(=O)N3CCN(c4ccc(F)cc4)CC3)sc2n1 | 1.0 | -5 | -2.4 | 1 | 6 | -4 | -2.2 | 10 | 3
Fc1ccc(C(CCNCc2ccccn2)c2ccc(Cl)cc2)cc1 (stereo unspecified) | -0.4 | -31 | -2.6 | 1 | 7 | nt | 9.7 | 15 | 0
CCOC(=O)C1=C(CNCCOc2ccc(OC)cc2)NC(=O)NC1c1ccc2c(c1)OCO2 (stereo unspecified) | -1.2 | 1 | -1.0 | -1 | -1 | 9 | nt | -3 | 1
CN(C)S(=O)(=O)c1ccc(C(=O)OCC(=O)c2ccc3c(c2)NC(=O)CO3)cc1 | -2.7 | 6 | -1.3 | 9 | -12 | 5 | -1.3 | 8 | -11
O=C(NC(=S)Nc1ccc(Cl)cn1)C(c1ccccc1)c1ccccc1 | 1.3 | 4 | -2.9 | 1 | -9 | 3 | nt | 0 | 7
COc1cc(C2N(c3cc(C)on3)C(=O)C3CCCN32)cc(OC)c1OC (stereo unspecified) | 0.7 | -29 | 1.7 | 6 | -4 | 7 | -0.2 | -2 | 7
O=C(NCc1cccc(Cl)c1)C1CCCO1 (stereo unspecified) | -2.2 | 2 | 0.1 | 2 | 2 | -5 | -1.3 | 4 | 7
COc1cc(C2C(C#N)=C(N)N(N(C)C)C3=C2C(=O)CC(C)(C)C3)ccc1O (stereo unspecified) | 0.7 | ? | nt | 3 | 1 | -1 | 0.3 | 1 | 6
CCCc1c(C(=O)Nc2cc(C)on2)cnn1-c1ccccc1 | 2.6 | ? | -3.9 | 2 | -8 | -6 | 0.0 | -3 | -9
COc1cc(OC)cc(-c2c(-c3cccs3)c3cc(-c4ccc5c(c4)OCCO5)ccc3n2C)c1 | 1.1 | 2 | -0.6 | 18 | -22 | 3 | -3.3 | 30 | -14
CNC(=O)C12CC3CC(C1)CC(c1ccc(C)cc1)(C3)C2 | 0.3 | 4 | -1.0 | 1 | 7 | 6 | 0.5 | -1 | 2
O=C(c1ccccc1C(=O)N(c1ccccc1)c1ccccc1)N1CCCCC1 | 5.4 | -7 | 0.0 | 4 | -8 | 1 | nt | -3 | -6
COc1ccc(-c2cn3ccc(C)cc3n2)cc1 | 0.5 | 0 | -2.3 | 70* | -1 | -1 | 1.0 | 21 | 7
OCC1CCCCN1C(=S)NCc1ccco1 (stereo unspecified) | 3.3 | 3 | -1.3 | 1 | 2 | -1 | nt | -4 | 1
CCN(CC)CCCNC(=O)c1nn(-c2ccc(OC)cc2OC)c(=O)c2ccccc12 | -1.2 | -10 | -3.9 | 2 | 11 | 11 | -0.3 | -7 | 7
CC(C)OC(=O)CSc1nnc(-c2cccnc2)n1Cc1ccccc1 | -1.6 | ? | -1.0 | 4 | -5 | -2 | -1.7 | 6 | -3
c1cncc(-c2noc(-c3ccc4ccccc4c3)n2)c1 | 2.1 | ? | -3.0 | 7 | -14 | -8 | 0.3 | 2 | 6
Cc1ccc(NC(=S)N(CCCN2CCCC2)Cc2cccn2Cc2ccc(Cl)cc2)cc1Cl | 2.9 | -6 | -17 | 0 | -1 | 0 | -0.6 | 4 | -20
O=C(CN1CCN(S(=O)(=O)c2cc(Cl)ccc2Cl)CC1)Nc1ccc2c(c1)OCCO2 | 2.8 | -2 | -10 | 0 | -16 | 2 | nt | -2 | 1
O=C(CN1CCN(Cc2cccc3ccccc23)CC1)NCCc1ccccc1 | -1.7 | -26 | -3.8 | -1 | -7 | -7 | 3.3 | -7 | 2
O=S(=O)(NCCSc1ccccn1)c1ccc(Cl)cc1 | -0.3 | -8 | 0.5 | -1 | 4 | 9 | 1.4 | 9 | -2
COC(=O)CN1C(C)=Nc2ccc(C)cc2C1c1ccccc1 (stereo unspecified) | -1.5 | -5 | 0.9 | -2 | 6 | -8 | nt | 4 | 5
N#C/C(=C\c1ccc(N2CCCCC2)o1)C(N)=O | -5.2 | 2 | 1.4 | -32 | 2 | -17 | nt | -1 | -273
O=C(Nc1ccncc1)C1CCN(S(=O)(=O)c2ccccc2)CC1 | 0.7 | nt | -1.2 | -1 | -2 | -4 | 3.1 | -1 | 3
CC1(C)CC(=O)C(C(=O)c2ccccc2)C(=O)C1Cl (stereo unspecified) | -0.5 | ? | -3.1 | -3 | -6 | -5 | -1.6 | 3 | 6
COc1ccc(Cl)cc1C(=O)NCC(c1ccco1)N1CCCC1 (stereo unspecified) | 1.4 | 10 | -3.0 | 2 | 8 | -8 | 8.5 | 1 | -1
O=C(NCc1ccccc1)c1ccc(Cl)cc1[N+](=O)[O-] | 1.0 | -5 | -1.5 | 1 | -6 | -19 | 7.6 | -1 | 4
Cc1nc(Cl)cc(CS(=O)(=O)c2ccc(Cl)cc2)n1 | -0.7 | 7 | -3.6 | -2 | 6 | 6 | -0.2 | -7 | 5
O=C(Nc1nc(-c2ccco2)c(-c2ccco2)s1)c1ccco1 | 3.5 | 0 | -3.4 | -1 | -7 | -10 | 0.9 | 5 | -7
COc1cc(OC)c(NC(=O)/C=C/C(=O)O)cc1Cl | 1.6 | 0 | 1.4 | 1 | 5 | 2 | -0.8 | 5 | 12
O=C(/C=C/c1cccc([N+](=O)[O-])c1)NCCN1C(=O)S/C(=C\c2cccnc2)C1=O | 0.5 | 1 | -0.6 | 4 | 6 | -32 | nt | 23 | 0
CC(C)CSc1nsc(N)n1 | 2.9 | -6 | 0.4 | 2 | 0 | 6 | -0.8 | 12 | 6
CCCCC(=O)Nc1ccc(C(=O)NCc2ccncc2)cc1 | -3.1 | -9 | -2.7 | 2 | 8 | -2 | 0.8 | 2 | -5
CCN(CC)c1ccc(NC(=O)c2ccc(S(=O)(=O)N3CCOCC3)cc2)cc1 | -1.5 | -18 | -0.6 | -1 | 2 | -3 | 0.4 | 10 | 9
COC(=O)c1c(NC(=O)CSc2nc3nc(C)cc(C)n3n2)sc(C)c1C | -0.6 | -2 | 0.3 | 2 | -8 | 7 | -4.6 | 1 | -4
COC(=O)c1ccc(N2C(=O)CC(N3CCN(c4ccccc4)CC3)C2=O)cc1 (stereo unspecified) | 0.8 | -1 | -1.1 | 3 | 9 | 1 | -3.6 | -3 | 1
Cc1cc(Nc2ccccc2)nc(N)n1 | 2.6 | 4 | -2.5 | -2 | 7 | nt | nt | 1 | 5
CC1CCCC(C)N1CC(O)COc1ccc(Cl)cc1 (stereo unspecified) | -2.3 | -15 | -0.1 | -3 | -3 | 10 | 0.5 | 6 | 5
Cc1nc(Cc2nnc(SCC(=O)N3CCN(c4ccccc4)CC3)o2)cs1 | nt | -6 | -3.5 | -1 | nt | 6 | -0.3 | -1 | -1
CCNC(=S)NNC(=O)c1cccn(Cc2ccc(Cl)cc2)c1=O | -1.6 | -2 | -4.2 | 1 | 16 | -2 | -2.8 | 15 | -13
NC(=O)C1CC(=O)N(c2ccc(OCC(=O)Nc3ccc(F)cc3)cc2)C1 (stereo unspecified) | -1.2 | -10 | -0.1 | -1 | 3 | -6 | 0.5 | -8 | 4
C=CCn1c(N)cc(=O)nc1SCC(=O)Nc1ccc(C)cc1 | 1.0 | 0 | 0.7 | 5 | -4 | 1 | -0.5 | 20 | -1
Cc1ccc(N2C(=O)c3ccccc3C2(O)c2ncc[nH]2)cc1 (stereo unspecified) | 2.2 | 1 | 0.7 | 3 | 4 | 10 | nt | 2 | -5
Cc1ccc(Nc2nnns2)cc1C | -1.3 | -1 | -1.5 | -8 | 11 | -4 | nt | 0 | -4

Bioassay records from PubChem BioAssay.
